Source: PubChem BioAssay
uPA surface inh: blocks generation of uPA at the cell surface | Potency, µM (doses to about 38.3 µM), for the others: at the highest dose activity change, negative = inhibition, usual class: inhibitors | actives 0.31% (n = 330,000) | cell surface uPA generation assay, qHTS | AID 540303; active = well fitted inhibition curve with a large enough effect; inconclusive = small, poorly fitted or top-dose-only effect; inactive = no such curve, though single readings can be large or run the other way; tested in mouse RAW 264.7 cells; also: % is scaled to controls: 0 for no effect and ±100 for the full control effect; nearly all actives have a fitted effect of over 55% in size
BRCA1 expr act: activators of BRCA1 expression; actives 1.1% (n = 380,000); Potency, µM (doses to about 46.1 µM), without a hit: top-dose activation, most hits filed as activators; MCF7-BRCA1-FFLuc reporter, luminescence, 48 h; response scale: scaled: vehicle 0%, 10 µM genistein 100%; also: nearly all actives have a fitted effect of over 80% in size; some results filed as inactive show a strong effect at the top dose
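Luminescence from a BRCA1-driven firefly luciferase in MCF7 cells was the read-out, taken 15 min after substrate addition following 48 h compound exposure at 37 °C. Data were normalized to a 10 microM genistein control and DMSO vehicle.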
RORgamma inh: ROR gamma (mouse) transcription inhibition; P51450; Drosophila S2 Gal4-RORgamma UAS-luciferase reporter, 20 h; Potency, µM (top dose mostly 53.6 µM), inactives show at the top dose activity change, negative = inhibition, usual class: inhibitors; actives 5.4% (n = 310,000); AID 2551; also: % is scaled to controls: 0 for no effect and ±100 for the full control effect; nearly all actives have a fitted effect of over 60% in size
Target sequence (P51450 whole entry, looked up, the tested form may be a part): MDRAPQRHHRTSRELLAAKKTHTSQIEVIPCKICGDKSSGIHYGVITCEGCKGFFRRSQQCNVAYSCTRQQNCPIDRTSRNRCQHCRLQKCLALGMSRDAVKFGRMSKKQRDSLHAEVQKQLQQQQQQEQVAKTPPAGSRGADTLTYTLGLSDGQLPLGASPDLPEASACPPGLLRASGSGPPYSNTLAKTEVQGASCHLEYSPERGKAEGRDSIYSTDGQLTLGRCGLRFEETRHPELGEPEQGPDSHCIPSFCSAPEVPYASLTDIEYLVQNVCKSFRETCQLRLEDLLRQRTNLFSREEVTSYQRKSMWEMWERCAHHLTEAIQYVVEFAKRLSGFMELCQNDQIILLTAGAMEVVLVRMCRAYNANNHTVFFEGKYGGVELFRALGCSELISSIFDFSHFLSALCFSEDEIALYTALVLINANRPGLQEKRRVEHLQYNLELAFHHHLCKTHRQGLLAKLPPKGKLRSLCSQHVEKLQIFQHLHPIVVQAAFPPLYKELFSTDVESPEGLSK
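ROR gamma transcriptional activity was tracked as Gal4-UAS luciferase output in stably transfected Drosophila Schneider cells, with compound added 1 hr before 700 uM copper sulfate induction and a 20 hr ambient-temperature incubation.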
MBNL1-CUG inh: inhibitors of human MBNL1 binding to CUG repeat RNA. actives 0.036% (n = 280,000). TR-FRET MBNL1-His/biotin-(CUG)12 binding, 665/545 ratio. Potency, µM (series often up to 57.5 µM), for the others: at the highest dose activity change, negative = inhibition, most hits filed as inhibitors; active = well fitted inhibition curve with a large enough effect in the signal ratio, with a control signal flat, not every such curve was filed as active; inconclusive = small, poorly fitted or top-dose-only effect, or effect the other way, or a change in a side signal; inactive = no such curve, though single readings can be large or run the other way; the % refers to the signal ratio; also: % is scaled to controls: 0 for no effect and ±100 for the full control effect
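Compound titration spanned 92 nM–58 uM against the MBNL1-His/biotin-(CUG)12 complex. After 60 min at room temperature with 5 nM streptavidin-XL665 and 0.055 ng/ul terbium anti-His, ratiometric 665/545 nm emission (Ex 340 nm) normalized to controls.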
NPC1 prom act: NPC1 promoter activation. Potency, µM (doses to about 9.22 µM), without a hit: top-dose activation, actives largely listed as activators. Huh7 NPC1 promoter luciferase reporter, 24 h. actives 2.4% (n = 320,000). AID 485313;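 also: % of control where 0% means no effect; nearly all actives have a fitted effect of over 60% in size; reporter is driven by a mutant NPC1 promoter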
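Luciferase expression driven by the NPC1 promoter was measured in stably transfected Huh7 cells after a 24 h compound incubation, using a luciferase reagent and a luminescence read.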
ELG1 genotoxic: induces genotoxicity in HEK293T cells with luciferase-tagged ELG1; actives 1.3% (n = 330,000); Potency, µM (titrated, usually from 46 µM), inactives show top-dose activity change, positive = activation, actives largely listed as activators; HEK293T ELG1-luciferase reporter, luminescence, 16 h; AID 504466; also: % of control where 0% means no effect; nearly all actives have a fitted effect of over 60% in size
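Quantitative HTS format in 1536-well plates. HEK293T ELG1-luciferase reporter cells receive test compound and are incubated 16 hr at 37 °C, 5% CO2; ONE-Glo added, 30 min room temperature, then luminescence read.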
Rab9 prom act: Rab9 promoter activation. Huh7 Rab9 promoter-luciferase reporter, luminescence, 24 h. Potency, µM (highest dose often 9.22 µM), without a hit: top-dose activation, negative = inhibition, usual class: activators. actives 2.8% (n = 320,000). AID 485297; also: % of control where 0% means no effect; nearly all actives have a fitted effect of over 60% in size
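Huh7 cells stably carrying a Rab9 promoter-luciferase reporter, 1500 cells per well in OP-MEM I with 10% FBS, treated with compound 24 hours at 37C. Luciferase activity read by luminescence after 10 minutes with Amplite reagent.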
FLuc modulator: counter-screen for miR-21 project: firefly luciferase inhibitors or activators; actives 6.9% (n = 360,000); Potency, µM (titrated, usually from 57.5 µM), without a hit: top-dose activity change, negative = inhibition, hits mostly inhibitors; AID 588342; purified FLuc, Km substrates, luminescence inhibition;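 also: plate controls were vehicle for no effect and reference inhibitor for full effect; nearly all actives have a fitted effect of over 55% in size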
Target sequence (P08659 whole entry, looked up): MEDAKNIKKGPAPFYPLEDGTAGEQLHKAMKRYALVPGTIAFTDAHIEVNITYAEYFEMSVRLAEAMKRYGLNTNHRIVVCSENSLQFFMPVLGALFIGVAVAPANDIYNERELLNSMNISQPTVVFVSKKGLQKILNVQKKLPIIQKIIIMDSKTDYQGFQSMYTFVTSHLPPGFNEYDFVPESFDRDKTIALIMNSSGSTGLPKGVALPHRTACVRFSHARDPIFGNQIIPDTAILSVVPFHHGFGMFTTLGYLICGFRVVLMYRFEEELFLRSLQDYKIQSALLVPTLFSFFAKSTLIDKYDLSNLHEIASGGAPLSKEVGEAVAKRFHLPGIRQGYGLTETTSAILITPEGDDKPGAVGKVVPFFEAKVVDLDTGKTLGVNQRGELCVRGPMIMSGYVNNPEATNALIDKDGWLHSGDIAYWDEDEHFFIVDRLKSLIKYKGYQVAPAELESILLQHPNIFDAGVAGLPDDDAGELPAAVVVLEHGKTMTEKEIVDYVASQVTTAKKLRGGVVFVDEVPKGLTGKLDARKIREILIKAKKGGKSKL
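Biochemical qHTS of compounds, final roughly 60 µM downward over six points, against 10 nM purified firefly luciferase using Km concentrations of substrates (10 uM D-luciferin, 10 uM ATP) in Tris acetate pH 7.5 buffer; luminescence output.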
MLL CXXC-DNA inh: blocks binding of human MLL CXXC domain to DNA | Q03164 | MLL-CXXC / FITC-HOXA9 DNA fluorescence polarization | Potency, µM (titrated, usually from 115 µM), without a hit: top-dose activity change, negative = inhibition, hits mostly inhibitors | actives 0.037% (n = 290,000); active = well fitted inhibition curve with a large enough effect in the polarisation, with a control signal flat, not every such curve was filed as active; inconclusive = small, poorly fitted or top-dose-only effect, or effect the other way, or a change in a side signal; inactive = no such curve, though single readings can be large or run the other way; the % refers to the polarisation
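Fluorescence polarization: 7 uM MLL-CXXC (stock) preincubated 5 min with compounds, then 50 nM fluorescein-HOX-A9 DNA (stock) added; 30 min ambient. Buffer 50 mM Tris-HCl pH 7.5, 50 mM NaCl, 1 mM DTT, 0.05% BSA.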
p53 reactivator: mutant p53 re-activation in reporter cells. H1299 p53-A138V BP100-luciferase reporter, luminescence, 24 h. Potency, µM (titrated, usually from 92.2 µM), without a hit: at the top dose activity change, positive = activation, most hits filed as activators. actives 0.063% (n = 320,000). AID 504706; also: % of control where 0% means no effect; nearly all actives have a fitted effect of over 45% in size
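p53-null H1299 cells stably carrying temperature-sensitive p53-A138V and a BP100-luciferase reporter were pinned with compounds (4-point, 1:5 series) and held 24 hrs at 37 deg C. Luminescence was read 10 min after detection reagent.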
VP16 counter: inhibits Gal4-VP16 luciferase reporter, ROR gamma counter-screen; Drosophila S2 Gal4-VP16 UAS-luciferase, luminescence, 20 h; Potency, µM (titrated, usually from 53.6 µM), inactives show at the top dose activity, negative = inhibition, hits mostly inhibitors; actives 3.5% (n = 310,000); AID 2546;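 also: Gal4-VP16 expression switched on by copper sulfate through the metallothionein promoter; % is scaled to controls: 0 for no effect and ±100 for the full control effect; nearly all actives have a fitted effect of over 50% in size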
Active calls of the source: *; ? = inconclusive; · = not tested or not shown; [ ] = another dose, or the depositor's remark. Unless noted, calls follow the shape of the dose curve; as a rule, active = well fitted curve in the direction sought with a large enough effect; inconclusive = small, poorly fitted or top-dose-only effect, or another doubt; inactive = no such curve, though single readings can be large; an effect the other way counts as inactive or inconclusive. Potency is read from the fitted curve at half-maximal effect. Only part of the results is shown (hit frequency here may not be typical).

SMILES	uPA surface inh	BRCA1 expr act	RORgamma inh	MBNL1-CUG inh	NPC1 prom act	ELG1 genotoxic	Rab9 prom act	FLuc modulator	MLL CXXC-DNA inh	p53 reactivator	VP16 counter
Cc1c(C=O)c2ccccc2n1CC(=O)NCc1ccc2c(c1)OCO2	4%	-34%	-41%	0%	0%	-3%	1%	1%	0%	-2%	4%
CCOc1ccccc1N1CC(C(=O)Nc2cc(S(C)(=O)=O)ccc2Cl)CC1=O (stereo not given)	-1%	14%	·	·	1%	3%	-1%	1%	·	-4%	·
Cc1ccccc1NC(=O)N1C2CCC1CC(O)(c1cccnc1)C2 (stereo not given)	3%	-17%	0%	-11%	0%	0%	-11%	4%	-8%	-4%	-8%
CCOC(=O)c1ccc(NC(=S)Nc2cc(C)cc(C)n2)cc1	4%	-10%	2µM*	2%	-5%	3%	9%	0%	-1%	-8%	?
CN(C)CCC(O)c1ccccc1 (stereo not given)	0%	0%	-14%	-5%	-4%	-2%	1%	-1%	-18%	-3%	-1%
CCn1c(SCc2nc3ccccc3s2)nnc1-c1ccccc1	5%	25%	?	-4%	3%	13µM*	1%	15µM*	-1%	?	19%
CCc1ccc(CC2(O)CC(C)N(C)CC2C)cc1 (stereo not given)	-2%	-5%	-8%	3%	-2%	-1%	-5%	1%	-6%	-4%	3%
CCOC(=O)[C@H]1[C@H]2COc3ccc(Br)cc3[C@@H]2N2C(=O)c3cc(F)c(F)cc3NC(=O)[C@@]12C	?	-66%	·	·	-1%	-1%	-3%	4%	·	-17%	·
Cc1cn(C(=O)c2cccc(Br)c2)c(C)n1	1%	23%	-7%	-4%	-4%	1%	0%	2%	12%	-1%	-20%
CCC(=O)N1CCn2c1nc1ccccc12	·	3%	19%	-4%	-2%	6%	3%	1%	4%	2%	-8%
Cc1cccn2c(=O)c3cc(C(N)=S)c(=N)n(CCCOC(C)C)c3nc12	-3%	-52%	-19%	?	-4%	-9%	-9%	2%	-3%	-10%	-10%
COc1ccc(-c2nc(N)nc(N)n2)c(O)c1	?	?	·	·	?	5%	-7%	?	·	?	·
COc1ccc(C2=NN(C(=O)CCCC(=O)O)C(c3cn(-c4ccccc4)nc3-c3ccccc3)C2)cc1 (stereo not given)	0%	-29%	-8%	-2%	8%	2%	-1%	-14%	0%	-2%	-3%
O=C(COc1cccc(Cl)c1)NCC(c1cccs1)N1CCOCC1 (stereo not given)	12%	-13%	·	·	-5%	-1%	-6%	1%	·	-8%	·
O=C1C=C(c2ccc(Br)c3ccccc23)C[C@@H](c2ccc3c(c2)OCO3)C1	14%	-33%	·	·	12%	-1%	-2%	1%	·	5%	·
COc1ccc2c(c1OC)C(=O)N(c1cccc(C)c1)C2=O	-1%	27%	21%	?	22%	?	20%	?	7%	?	0%
FC(F)(F)c1cccc(NC(=S)NCc2ccccc2)c1	1%	-65%	4.5µM*	-2%	0%	-2%	6%	1%	6%	23%	13µM*
CC12C=CC3(CN(Cc4ccccc4)C(=O)C3C1C(=O)NCc1ccco1)O2 (stereo not given)	·	-1%	-10%	-12%	1%	2%	17%	0%	-12%	-8%	2%
CCOc1ccc(S(=O)(=O)n2c([N+](=O)[O-])cnc2C)c(C)c1C	9%	-8%	-26%	5%	5%	-2%	11%	-4%	3%	-13%	-13%
Cc1nn(-c2cc(N3CCOCC3)ccc2[N+](=O)[O-])c(=O)c2ccccc12	9%	-1%	14%	?	-1%	-6%	-2%	0%	-1%	-2%	-3%
Cc1onc(-c2ccccc2)c1C(=O)n1cccn1	1%	4%	23%	1%	-5%	3%	-3%	9%	-2%	1%	-1%
CCN(C(=O)c1cc2c(=O)n3cccc(C)c3nc2s1)C1CCCCC1	3%	14%	3%	90%[activator]	22%	3%	30%	?	5%	3%	-8%
Cc1nn(Cc2ccc(Cl)cc2)c2sc(C(=O)OCC(N)=O)cc12	4%	-16%	?	7%	1%	8%	6%	6%	7%	-5%	-4%
COc1cc(Nc2cc(C)nc3ncnn23)cc(OC)c1OC	-4%	-12%	-31%	-4%	-1%	?	-2%	-1%	4%	-8%	22%
CN(C)Cc1cc(CN(C)C)c(O)c(CCc2ccccc2)n1	1%	-14%	21%	-1%	-1%	8%	5%	-1%	15%	-1%	-5%
(further entries)
SMILES	uPA surface inh	BRCA1 expr act	RORgamma inh	MBNL1-CUG inh	NPC1 prom act	ELG1 genotoxic	Rab9 prom act	FLuc modulator	MLL CXXC-DNA inh	p53 reactivator	VP16 counter
CC(=O)NC(=S)Nc1cc(C(=O)O)ccc1Cl	5%	10%	-3%	-7%	-1%	0%	-6%	?	-3%	0%	-2%
O=C(Nc1ccc(S(=O)(=O)NCCc2ccccc2)cc1)c1ccncc1	0%	-43%	18%	-2%	16%	-7%	-1%	-5%	0%	4%	4%
COc1ccc(C2(C(=O)Nc3ccc(C)cc3)CCOCC2)cc1	0%	-14%	16%	-9%	-2%	0%	8%	-1%	-4%	-5%	-4%
O=C(NCCC(=O)N1CCN(c2ccccc2O)CC1)c1ccc(Cl)cc1	2%	-6%	·	·	-1%	1%	0%	0%	·	-8%	·
COc1ccc(-c2csc(N3CCOCC3)n2)cc1OC	-10%	14µM*	?	17%	?	18µM*	?	12µM*	-4%	25%	?
C=CCOc1c(Br)cc(CNc2ccc3[nH]c(=O)[nH]c3c2)cc1OCC	-7%	-15%	-37%	7%	-6%	5%	0%	4%	-7%	-4%	-9%
C=C(C)Cn1c(SCCN2CCOCC2)nc2c1c(=O)[nH]c(=O)n2C	-1%	-25%	-17%	-6%	0%	9%	1%	5%	5%	4%	-13%
COc1ccc(Cn2c(-c3ccco3)nc3oc4ccccc4c(=O)c3c2=O)cc1	-3%	63%	-22%[0.365 µM]	10%	25%	?	?	-2%	76%[activator]	25%	·
CNC(=O)CSc1nnc(C2CC2)n1-c1ccccc1	3%	8%	-13%	5%	1%	1%	1%	-1%	-8%	-3%	-8%
COc1ccc(OCc2cc(C(=O)N3CCCC(OC)C3)no2)c2ccccc12 (stereo not given)	8%	30%	61%	3%	?	?	?	27µM*	4%	6%	14%
CC(=O)Nc1ccc(NC(=O)C(F)(F)F)cc1	·	1%	-8%	4%	-2%	-3%	1%	-3%	7%	17%	4%
CC(=O)Nc1nc(CCC(C)C)cc2c1c(=O)oc1ccccc12	0%	-4%	0%	-15%	0%	-1%	4%	1%	3%	-1%	3%
CCn1c(C)nc2cc(C(=O)NNC(=S)Nc3ccccc3OC)ccc21	1%	?	13µM*	·	24%	10%	?	19µM*	2%	9%	-22%
CCn1c2ccccc2c2cc(NC(=O)C(C)C)ccc21	-12%	-28%	0%	14%	-4%	0%	2%	-16%	-10%	-3%	-12%
COC(=O)[C@@H]1[C@@H](C#N)C2(c3ccccc3-c3ccccc32)N(c2ccc(Cl)cc2)N1C#N	-12%	-86%	16µM*	14%	-14%	0%	-3%	?	8%	-32%[inhibitor]	10µM*
COc1ccc(N2CCCn3c2nc2c3c(=O)n(Cc3ccccc3F)c(=O)n2C)cc1	·	·	27%	4%	2%	-5%	1%	2%	0%	-33%[inhibitor]	-11%
CCc1nn(CC(=O)N2CCN(c3ccc(OC)cc3)CC2)c(=O)c2cc3occc3n12	6%	10%	12%	2%	-2%	1%	0%	1%	1%	5%	-8%
CN(C(=O)c1ccc(NC(=O)Cc2ccc(NC(=O)C3CCCN(C(=O)C4CCCCC4)C3)cc2)cc1)C1CC1 (stereo not given)	4%	2%	·	·	-4%	-1%	-3%	-29%	·	?	·
COc1ccc(CN(C)C(=O)c2ccc(NC(=O)CC3SC(N4CCCC4)=NC3=O)cc2)c(OC)c1OC (stereo not given)	0%	-4%	·	·	-7%	10%	14%	16%	·	-4%	·
COc1cc(/C=N/Nc2nc3ccccc3s2)ccc1O	-11%	13%	-23%	-3%	13%	?	?	2.4µM*	-29%	?	-6%
Cc1ccc(N(CC(=O)NC(C)(C)C)C(=O)CNC(=O)c2cccs2)cc1C	5%	0%	13%	4%	-2%	-1%	-2%	0%	-10%	0%	4%

Part of the list above, with values under each structure:
Values run as follows: uPA surface inh | BRCA1 expr act | RORgamma inh | MBNL1-CUG inh | NPC1 prom act | ELG1 genotoxic | Rab9 prom act | FLuc modulator | MLL CXXC-DNA inh | p53 reactivator | VP16 counter
> COC(=O)[C@@H]1[C@@H](C#N)C2(c3ccccc3-c3ccccc32)N(c2ccc(Cl)cc2)N1C#N
→ -12% | -86% | 16µM* | 14% | -14% | 0% | -3% | ? | 8% | -32%[inhibitor] | 10µM*
> CNC(=O)CSc1nnc(C2CC2)n1-c1ccccc1
→ 3% | 8% | -13% | 5% | 1% | 1% | 1% | -1% | -8% | -3% | -8%
